# All columns: NCI-60 one-dose screen, growth in % after 48 h at 10 µM unless noted; 100 = growth as untreated, 0 = no growth, -100 = all killed.
# PC-3: PC-3 prostate cancer cells; hit rate 3.9% among 80,000
# UO-31: UO-31 renal cancer; hit rate 5.2% among 81,000; AID 1794768
# SF-539: SF-539 CNS cancer; hit rate 6.8% among 81,000
# U251: U251 CNS tumor cells | hit rate 5.4% among 80,000
# SN12C: SN12C renal cancer cells. AID 1794767. hit rate 3.8% among 81,000
# SF-268: SF-268 CNS cancer cells; hit rate 3.1% among 82,000
# SF-295: SF-295 CNS cancer cells | hit rate 5.6% among 79,000 | AID 1794758
# 786-0: 786-0 renal cancer cells; hit rate 5.1% among 81,000
# DU-145: DU-145 prostate cancer | hit rate 4.2% among 81,000
# * = called active by the depositor; nt = not tested or not shown; & = joins results of further samples; [ ] = another dose, or the depositor's remark. How the source made its calls: active means growth percent below 10; inactive means the rest. Rows are unselected; 9.4% or so of the library scored in one or more.
# The opening two records, ahead of the listing:
SMILES,PC-3,UO-31,SF-539,U251,SN12C,SF-268,SF-295,786-0,DU-145
CC(=O)C1C(=O)C(=O)N(c2ccc([N+](=O)[O-])cc2[N+](=O)[O-])C1=O (stereo unspecified),97,91,103,95,99,107,106,101,nt
O=S(=O)(OCCCOS(=O)(=O)c1ccc(F)cc1)c1ccc(F)cc1,66,68,102,93,78,93,90,87,45

# All compounds of this part, from the start:
SMILES,PC-3,UO-31,SF-539,U251,SN12C,SF-268,SF-295,786-0,DU-145
CC(=O)C1C(=O)C(=O)N(c2ccc([N+](=O)[O-])cc2[N+](=O)[O-])C1=O (stereo unspecified),97,91,103,95,99,107,106,101,nt
O=S(=O)(OCCCOS(=O)(=O)c1ccc(F)cc1)c1ccc(F)cc1,66,68,102,93,78,93,90,87,45
CCOC(=O)c1cc(C(=O)c2ccc(Br)cc2)n2ccc(/C=C/c3ccncc3)cc12,99,70,88,103,85,89,107,nt,109
C#Cc1nc(C(=O)NCCCCCCC(=O)NO)cs1,14,-91*,-80*,6.0*,37,2.0*,-2.7*,-83*,-51*
Cc1cccc(NC2(C(=O)O)CCCC2)c1,91,nt,108,118,99,102,110,111,118
CC1(CC(=O)Nc2ccccc2)Nc2ccccc2-c2ccnn21 (stereo unspecified),84,64,98,nt,100,97,97,99,103
COC(=O)c1ccccc1N=NC(C#N)C#N,99,92,99,105,110,107,106,104,111
CC(C)(C)CC(C)(O)C(C)(O)CC(C)(C)C (stereo unspecified),93,93,96,103,99,100,95,94,104
NC(=O)c1ccc[n+](Cc2c(Cl)cccc2Cl)c1,91&107,84&94,90&104,107&96,96&122,102&126,93&104,85&111,117&136
Cc1oc2ccccc2[n+]1C,101,83,106,105,114,99,97,109,104
Cc1ccc(CC(C)(O)CC(C)(O)Cc2ccc(C)cc2)cc1 (stereo unspecified),93,nt,123,113,106,98,100,117,113
Nc1nc(Nc2cccc(F)c2)c2c(n1)C(=O)NCC2,92,89,98,111,102,98,120,100,108
CN1C(=O)N(C)C2(c3ccccc3)N(CC(=O)N3CCOCC3)C(=O)NC12c1ccccc1 (stereo unspecified),98,82,102,96,97,98,96,99,109
C[N+](C)(C)CCCCCC[N+](C)(C)C,97&98,87&81,104&106,104&95,101&106,102&119,100&106,101&97,106&115
Cc1nn(-c2ccc([N+](=O)[O-])cc2)c(C)c1N=Nc1ccccc1,86,78,102,94,101,97,99,98,111

# Reprinted from above (15 entries):
SMILES,PC-3,UO-31,SF-539,U251,SN12C,SF-268,SF-295,786-0,DU-145
CC(=O)C1C(=O)C(=O)N(c2ccc([N+](=O)[O-])cc2[N+](=O)[O-])C1=O (stereo unspecified),97,91,103,95,99,107,106,101,nt
O=S(=O)(OCCCOS(=O)(=O)c1ccc(F)cc1)c1ccc(F)cc1,66,68,102,93,78,93,90,87,45
CCOC(=O)c1cc(C(=O)c2ccc(Br)cc2)n2ccc(/C=C/c3ccncc3)cc12,99,70,88,103,85,89,107,nt,109
C#Cc1nc(C(=O)NCCCCCCC(=O)NO)cs1,14,-91*,-80*,6.0*,37,2.0*,-2.7*,-83*,-51*
Cc1cccc(NC2(C(=O)O)CCCC2)c1,91,nt,108,118,99,102,110,111,118
CC1(CC(=O)Nc2ccccc2)Nc2ccccc2-c2ccnn21 (stereo unspecified),84,64,98,nt,100,97,97,99,103
COC(=O)c1ccccc1N=NC(C#N)C#N,99,92,99,105,110,107,106,104,111
CC(C)(C)CC(C)(O)C(C)(O)CC(C)(C)C (stereo unspecified),93,93,96,103,99,100,95,94,104
NC(=O)c1ccc[n+](Cc2c(Cl)cccc2Cl)c1,91&107,84&94,90&104,107&96,96&122,102&126,93&104,85&111,117&136
Cc1oc2ccccc2[n+]1C,101,83,106,105,114,99,97,109,104
Cc1ccc(CC(C)(O)CC(C)(O)Cc2ccc(C)cc2)cc1 (stereo unspecified),93,nt,123,113,106,98,100,117,113
Nc1nc(Nc2cccc(F)c2)c2c(n1)C(=O)NCC2,92,89,98,111,102,98,120,100,108
CN1C(=O)N(C)C2(c3ccccc3)N(CC(=O)N3CCOCC3)C(=O)NC12c1ccccc1 (stereo unspecified),98,82,102,96,97,98,96,99,109
C[N+](C)(C)CCCCCC[N+](C)(C)C,97&98,87&81,104&106,104&95,101&106,102&119,100&106,101&97,106&115
Cc1nn(-c2ccc([N+](=O)[O-])cc2)c(C)c1N=Nc1ccccc1,86,78,102,94,101,97,99,98,111

# Further structures follow:
SMILES,PC-3,UO-31,SF-539,U251,SN12C,SF-268,SF-295,786-0,DU-145
CC1=CC23OCC(=O)N2c2ccccc2C(O)C3C(C)=C1 (stereo unspecified),92,85,93,98,98,94,104,100,106
CCCCCCCNc1ncncc1-c1ccc(C(F)(F)F)cc1,88,62,101,nt,105,88,97,79,98
COc1ccc(-c2nn(-c3ccc(NC(=O)c4ccc(Cl)c(C(F)(F)F)c4)cc3)cc2-c2ccncc2)cc1Cl,23,-27*,10.0*,13,44,15,-30*,-56*,45
Clc1ccc(-c2nnc(SCc3ccccc3)n2-c2ccccc2)cc1,86,92,99,103,94,97,112,95,96
N#Cc1nc(-c2ccc(Cl)cc2)cc(-c2ccc(Nc3nc(N4CCCCC4)nc(N4CCCCC4)n3)cc2)c1N,92,80,103,102,104,101,101,103,105
COc1ccc(-c2nc3ccc(C(=O)N=Nc4c(O)[nH]c5ccc(Br)cc45)cc3[nH]2)cc1,123,108,101,68,104,104,105,104,98
CN(C)c1ccc(/C=N\NC(=O)c2ccc3nc(-c4ccc([N+](=O)[O-])cc4)[nH]c3c2)cc1,98,87,90,94,88,98,98,91,102
COc1ccc(-c2nc3sc(-c4ccc(Cl)cc4)cn3n2)cc1,58,-7.5*,15,-68*,5.3*,65,24,-76*,81
Cn1cc(-c2noc(C(=O)c3cn(C)c4ncccc34)n2)c2ccccc21,87,76,90,89,95,99,101,94,87
O=C(O)c1ncc(-c2ccc(C(F)(F)F)cc2F)c(NC2CCCCCC2)n1,89,73,98,88,98,95,96,97,97
CC(C)=NOC(=O)Nc1ccccc1,92,74,99,103,101,92,105,105,105
CN(C)Cc1cc(C(C)(C)CC(C)(C)C)cc(CN(C)C)c1O,86,60,86,81,112,89,103,95,99
Cc1cccc(C)c1NS(=O)(=O)c1ccc(N)cc1,83,86,101,99,104,98,102,89,101
CCCCCCCCC(=O)N1C(C)CCC1C (stereo unspecified),102,106,106,103,110,119,105,108,122
Cc1ccc(-c2csc(N)n2)cc1,91,89,102,93,96,101,110,98,123
CC1(C)CN1C(=O)NCCCCCCNC(=O)N1CC1(C)C,104,82,92,101,107,108,110,99,114
COC(=O)c1nnn(-c2ccc(S(N)(=O)=O)cc2)c1C(=O)c1ccc(OC)cc1,93,nt,96,104,96,102,102,101,103
CC1=CC(C)(C)NC(=S)N1c1ccc2ccccc2c1,nt,77,99,112,102,108,98,111,105
C#CCNC(=O)CC[C@@H](C)[C@H]1CC[C@H]2[C@@H]3CC[C@@H]4CC(=O)CC[C@]4(C)[C@H]3CC[C@]12C,-15*[100 µM],-93*[100 µM],-83*[100 µM],-43*[100 µM],-72*[100 µM],-20*[100 µM],-51*[100 µM],-72*[100 µM],-38*[100 µM]
O=C(/C=C\c1ccccc1)CCN1CCOCC1,104,93,116,93,110,105,132,112,92
COc1ccc2cc(C(C)C(=O)Nc3ccc(S(=O)(=O)N=C(N)N)cc3)ccc2c1 (stereo unspecified),87,95,99,94,109,102,108,103,109
O=c1ccc2ccccc2o1,82,90,102,104,109,102,98,105,112
c1ccc(Nc2nnc3c4[nH]cnc4ncn23)cc1,76,74,93,99,99,98,97,105,93
CC(=O)Nc1cc([N+](=O)[O-])ccc1C,105,84,104,97,110,109,115,101,113
CCc1c(CC(=O)O)c2cc(C)ccc2n1Cc1ccc(Cl)cc1,95,73&77,90&97,94&107,82&91,99&96,85&92,47&106,105&106
CCN(CC)C(=O)c1ccc(C(C)C)cc1,92,94,94,98,100,93,100,97,106
CC1(C)C(C#N)(C#N)C1(C#N)C#N,93,85,107,102,94,114,93,105,115
CON1CCC(c2cn(S(=O)(=O)N(C)C)cn2)c2[nH]ccc2C1=O (stereo unspecified),103,77,95,99,97,99,104,98,104
COc1cc(-c2cc3cc(Cl)cc(Cl)c3oc2=O)cc(OC)c1OC,86,74,94,106,95,105,103,103,116
COc1cc(NCC(=O)Nc2cc(Nc3ccccc3Cl)ncn2)c(Cl)c(OC)c1Cl,86,71,102,98,95,nt,99,103,nt
Cc1ccc(N2CCOC2=O)cc1N1CCOC1=O,101,94,99,98,103,105,98,100,113
NCC1=C(c2ccccc2)Nc2ncc(-c3ccc(Cl)cc3)n2C1O (stereo unspecified),91,65,95,98,98,93,90,97,97
COc1cc(Br)c(-c2nc(-c3ccccc3)c(-c3ccccc3)n2CC(C)C)cc1OC,37,35,84,81,72,74,38,81,84
CCN1CN2C(=S)NC3C2N(C1)C(=S)N3C (stereo unspecified),103,82,90,105,100,98,101,100,108
CC1=C(C#N)c2nc3cnccc3c(=O)n2[C@]1(C)O,98,80,101,93,99,97,101,101,106
O=c1oc(-c2ccc(Cl)cc2)nc2c(-c3ccc(Cl)cc3)nc3ccccc3c12,98,75,109,97,101,114,121,111,109
COc1ccc(C(=O)CSc2nnc(-c3ccc(-c4ccccc4)nc3C)o2)cc1,99,93,97,97,95,100,90,103,107
N=C(N)c1ccc(-c2ccc(-c3ccco3)o2)cc1,60,55,83,54,69,74,61,80,88
NNC(=O)c1ccccc1F,98,98,99,104,96,100,105,105,107
O=C(CSc1nc2ccccc2s1)Nc1ccc(-c2nc3ccccc3s2)cc1,81,68,86,90,88,nt,91,80,nt
NC(N)=Nc1ccc(Oc2cccc(NC(N)=Nc3ccc(I)cc3F)c2)cn1,28,84,60,46,39,36,47,81,88
C[C@]12CC[C@@H]3c4cc(OC(F)F)c(OS(N)(=O)=O)cc4CC[C@H]3[C@@H]1CC[C@@H]2O,25,40,-3.3*,28,33,50,2.5*,42,9.3*
O=C1/C(=C\c2coc3ccc(Br)cc3c2=O)c2ccccc2N1c1c(Cl)cccc1Cl,44,80,77,48,96,68,90,77,114
COc1ccc(-c2nnc(CN3C=NC4C(N5CCOCC5)=NC=NC43)o2)cc1 (stereo unspecified),103,77,103,102,98,101,99,100,112
CC(=O)Nc1ncc(S(=O)(=O)c2ccc([N+](=O)[O-])cc2)s1,101,79,113,108,104,100,112,98,113
COc1nc2c(c(=O)n1C)C(c1ccccc1)C=C(C(=O)O)N2 (stereo unspecified),103,98,100,106,110,112,82,102,115
CC(=O)c1cc(C(=O)c2ccc(Br)cc2)n2ccc(C)cc12,86,85,90,86,90,88,103,94,93
O=CC(CO)CC(C=O)n1cnc2c(=O)[nH]cnc21 (stereo unspecified),93,72,91,106,111,117,106,111,123
O=[N+]([O-])c1ccc(S(=O)(=O)NCNS(=O)(=O)c2ccc([N+](=O)[O-])cc2)cc1,92,81,97,101,101,95,102,99,104
CCC1(c2ccccc2)NC(=O)N(CC(=O)NCC(=O)Nc2ccc(Br)cc2C)C1=O (stereo unspecified),90,78,107,102,106,105,104,104,117
CCCNC(=O)Oc1ccc(/C(=C(\C)c2ccccc2)c2ccc(OCCCN(C)C)cc2)cc1,72,50,64,69,77,72,64,59,90
C=CCC1CCC/C1=N\O (stereo unspecified),96,96,106,101,101,104,101,109,113
C[C@]12CC[C@H]3[C@@H](CC=C4C[C@@H](O)CC[C@@]43C)[C@@H]1C[C@H](O)C2,92,89,100,100,116,93,99,103,105
O=C(NNc1ccccc1)C(O)C(O)C(O)C(O)CO (stereo unspecified),94,93,100,96,105,91,101,105,100
CCS/C(Nc1ccccc1)=C(\C#N)c1nc2ccccc2s1,73,63,94,84,82,87,91,94,97
CCCCCCC(CC#N)(CCC)CCCC (stereo unspecified),92,98,85,104,98,115,40,108,121
O=c1oc2cc(O)ccc2cc1-c1nc2ccccc2o1,85,54,106,85,108,88,106,91,102
CCOc1cccnc1/C=N/NC(N)=S,37,9.6*,48,36,53,33,5.5*,52,34
ClCC1(Cn2cnc3c(Cl)nc(Cl)nc32)COC1,66,89,103,89,96,78,89,88,68
O=[N+]([O-])c1ccccc1Nc1cccc(F)c1,105,82,102,104,98,108,118,93,121
COc1ccc(NC(=O)C2=C(C)NC(=S)NC2c2cc(OC)c(OC)c(OC)c2)cc1 (stereo unspecified),97,95,100,99,100,117,104,107,116

# Bioassay records (PubChem)
